Screening data: PubChem, several laboratories
Siah-1 displacement – Siah-1 peptide-binding antagonists, primary screen, biochemical, fluorescence polarization, rhodamine-plectin, uHTS (AID 1817) | E3 ubiquitin-protein ligase SIAH1 (Homo sapiens) | Siah-1 / rhodamine-plectin peptide fluorescence polarization; higher % means a stronger effect | displacement, % at 20 µM, or IC50 in µM where a hit was titrated | 0.02% of 290,000 active;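 active means displacement of at least 50% at 20 µM, with a fluorescence ratio check between 0.3 and a set limit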;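 further: plate controls were Siah plus tracer with DMSO for no effect and tracer alone without Siah for full effect; strong numbers were not always called active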
M1AAP inhibition – P. falciparum M1AAP inhibitors, biochemical, fluorogenic H-Leu-NHMec substrate, 1536-well (AID 1445). 0.42% of 220,000 active. inhibition, % at 30 µM; hits with a dose series show IC50 in µM. Aminopeptidase N (Plasmodium falciparum (isolate 3D7)). recombinant M1AAP, H-Leu-NHMec fluorogenic kinetic assay; higher % means a stronger effect;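 active means primary inhibition above the hit cutoff, then over 50% inhibition at one or more dose response concentrations, cut at about 23% in these data, passing the limit was not always enough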;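 further: plate controls were DMSO full reaction for no effect and no enzyme background for full effect; strong numbers were not always called active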
Salmonella PhoP GFP – inhibitors of PhoP regulon expression, primary screen, Salmonella Typhimurium, GFP reporter (AID 1863) | 0.16% of 300,000 active | inhibition, % at 50 µM; hits with a dose series show IC50 in µM | S. Typhimurium PhoP-regulated promoter GFP reporter, 4 h; higher % means a stronger effect;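 active means inhibition over 29.93%, a cutoff 3 SD above the screen mean, later confirmed by dose response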;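 further: 0% = low Mg2+ inducing control and 100% = high Mg2+ repressing control; strong numbers were not always called active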
Yfh1-depleted yeast – enhancers of respiration in Yfh1-depleted yeast, dose response, Friedreich's ataxia, plus single-dose screen (AID 1465); S. cerevisiae Yfh1-off respiration, WST-1 reduction, 72 h; higher fold induction means a stronger effect; fold induction at 50 µM; hits with a dose series show EC50 in µM; 0.074% of 220,000 active;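 active means fold induction of absorbance versus untreated yeast above a set limit, then at least 30% activation at any dose in follow-up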;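 further: activators that raise dye reduction in frataxin-depleted yeast; strong numbers were not always called active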
ER stress rescue – rescue of cells from ER stress-induced death, primary screen, 384-well, CSM14.1, thapsigargin, ATP luminescence (AID 1222); one-dose cellular ATP content (survival), % at 20 µM; EC50 in µM for titrated hits; CSM14.1 thapsigargin-induced death rescue, ATP luminescence; higher % means a stronger effect; 190,000 tested, under 10 active;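 active means EC50 below 50 µM in the dose-response confirmation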;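 further: death triggered by thapsigargin at about 15 µM added after 2 h compound pretreatment; cell ATP read after overnight thapsigargin exposure of roughly 18 to 22 hours; normalized against plate controls of thapsigargin alone and 5% DMSO vehicle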
PMI inhibition – human PMI inhibitors, high substrate, primary screen, biochemical, fluorescence intensity, high mannose 6-phosphate (AID 1220); recombinant PMI enzyme, coupled fluorescence intensity; higher % means a stronger effect; inhibition, % at 20 µM, or IC50 in µM where a hit was titrated; 0.66% of 190,000 active; in the data active means inhibition above about 50%
XIAP displacement – XIAP antagonists, biochemical, IAP family, fluorescence polarization (AID 1018); XIAP BIR domain, fluorescence polarization peptide displacement; higher % means a stronger effect; one-dose displacement, % at 20 µM; IC50 in µM for titrated hits; 0.007% of 200,000 active; in the data active means displacement above about 50%; further: a part of the inactive calls stands beside numbers as strong as those of hits
West Nile virus CPE – West Nile virus antiviral activity, cell-based, CPE readout (AID 1621); 0.02% of 290,000 active; CPE inhibition, % at 10 µM, or IC50 in µM where a hit was titrated; West Nile virus-infected cells, CPE inhibition; higher % means a stronger effect; in the data active means a potency from the dose series; further: strong numbers were not always called active
P. falciparum M17LAP – P. falciparum M17LAP inhibitors, primary screen, biochemical, fluorogenic H-Leu-NHMec substrate, 1536-well (AID 1619). Leucine aminopeptidase (Plasmodium falciparum (isolate 3D7)). recombinant M17LAP, H-Leu-NHMec fluorogenic kinetic assay; higher % means a stronger effect. one-dose inhibition, % at 30 µM; IC50 in µM for titrated hits. 0.38% of 220,000 active;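 active means compound inhibiting the enzyme by more than half at any dose during confirmatory dose-response retesting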;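 further: plate controls were full reaction with DMSO carrier for no effect and no enzyme background for full effect; strong numbers were not always called active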
Active calls of the source: *; i = inactive; . = not tested or not shown. An unsorted share of the library (roughly 1.6% active in at least one column).

item	structure	Siah-1 displacement	M1AAP inhibition	Salmonella PhoP GFP	Yfh1-depleted yeast	ER stress rescue
1	O=C(NCCCN1CCOCC1)c1cc(-c2ccc(Br)cc2)on1	-2%	1%	6%	i	-2.1%
2	Cc1nc(CNS(=O)(=O)c2cc(C)c(C)cc2C)cs1	-3%	2%	4%	i	-0.2%
3	Fc1ccc(-n2nnc(-c3ccnc4ccccc34)n2)cc1	2%	-1%	1%	i	-0.9%
4	O=c1[nH]cnc2c([N+](=O)[O-])cccc12	-1%	5%	-1%	i	-4.9%
5	O=C(c1cccs1)N(Cc1ccccn1)Cc1ccco1	3%	6%	0%	i	-1.5%
6	CCCn1c(SC(C(=O)Nc2cccc(OC)c2)c2ccccc2)nc2ccccc2c1=O (stereo unspecified)	1%	1%	14%	i	-4.0%
7	O=S(=O)(c1cc(Cl)ccc1Cl)n1nnc2ccccc21	4%	1%	3%	i	0.6%
8	COC(=O)c1c(N)c2ccccc2[nH]c1=O	3%	3%	-4%	i	-2.3%
9	C=CCOC(=O)C1=C[C@H](c2csc3ccccc23)[C@@H](CCCO)[C@H](OCC)O1	-1%	9%	-7%	i	0.6%
10	Cc1cc(Cl)ccc1NC(=S)N1CCN(C(=O)C2CCCO2)CC1 (stereo unspecified)	-5%	2%	-15%	i	-2.5%
11	CS(=O)(=O)N1CCC(Oc2ccccc2C(=O)N2CCN(CC3CC3)CC2)CC1	4%	-4%	4%	i	-1.0%
12	CS(=O)(=O)N(CC(=O)NCCSCc1c(F)cccc1Cl)c1cccc([N+](=O)[O-])c1	1%	-7%	0%	i	0.4%

item	PMI inhibition	XIAP displacement	West Nile virus CPE	P. falciparum M17LAP
1	-1%	-5.1%	-0.4%	6%
2	12%	3.4%	0.0%	-3%
3	-8%	-5.4%	0.1%	-6%
4	-12%	-3.7%	0.2%	14%
5	-14%	-6.2%	-0.5%	-7%
6	-3%	-1.7%	-0.8%	5%
7	0%	-4.4%	-0.1%	43%
8	16%	-0.2%	-0.3%	-3%
9	5%	-8.6%	-0.5%	4%
10	0%	-8.6%	-0.1%	16%
11	-9%	-2.4%	-0.2%	-5%
12	5%	-3.9%	-1.9%	20%

Some of the entries so far, field by field:
5	O=C(c1cccs1)N(Cc1ccccn1)Cc1ccco1
  Siah-1 displacement: 3%
  M1AAP inhibition: 6%
  Salmonella PhoP GFP: 0%
  Yfh1-depleted yeast: i
  ER stress rescue: -1.5%
  PMI inhibition: -14%
  XIAP displacement: -6.2%
  West Nile virus CPE: -0.5%
  P. falciparum M17LAP: -7%
10	Cc1cc(Cl)ccc1NC(=S)N1CCN(C(=O)C2CCCO2)CC1 (stereo unspecified)
  Siah-1 displacement: -5%
  M1AAP inhibition: 2%
  Salmonella PhoP GFP: -15%
  Yfh1-depleted yeast: i
  ER stress rescue: -2.5%
  PMI inhibition: 0%
  XIAP displacement: -8.6%
  West Nile virus CPE: -0.1%
  P. falciparum M17LAP: 16%
2	Cc1nc(CNS(=O)(=O)c2cc(C)c(C)cc2C)cs1
  Siah-1 displacement: -3%
  M1AAP inhibition: 2%
  Salmonella PhoP GFP: 4%
  Yfh1-depleted yeast: i
  ER stress rescue: -0.2%
  PMI inhibition: 12%
  XIAP displacement: 3.4%
  West Nile virus CPE: 0.0%
  P. falciparum M17LAP: -3%

Following part:
item	structure	Siah-1 displacement	M1AAP inhibition	Salmonella PhoP GFP	Yfh1-depleted yeast	ER stress rescue
13	O=C(NCCc1ccccc1)C1c2ccccc2C(=O)N1C1CC1 (stereo unspecified)	-1%	4%	-14%	i	0.2%
14	CCCc1nc(SCc2ccccn2)c2c(=O)n(C)c(=O)n(C)c2n1	-1%	9%	6%	i	1.1%
15	O=[N+]([O-])c1ccc(-c2ccc(/C=N/Nc3nc(N4CCCCC4)nc(N4CCCCC4)n3)o2)cc1	2%	4%	-6%	i	3.5%
16	Cc1ccc(S(=O)(=O)c2c(C(=O)c3ccccc3)cnc3cc4c(cc23)OCCO4)cc1	-4%	2%	32%	i	2.8%
17	O=C1CSC(c2ccccc2[N+](=O)[O-])N1c1ccccc1 (stereo unspecified)	-4%	7%	-4%	i	.
18	CCN(CC)C(=O)c1ccc2c(c1)N(Cc1ccccc1)C(=O)CS2=O (stereo unspecified)	3%	11%	-2%	i	.
19	CCC(CCC(=O)Nc1nncs1)C(=O)O (stereo unspecified)	8%	-6%	12%	i	1.3%
20	C/C(=N/Oc1nc(C)cc(C)n1)c1ccc(Cl)cc1Cl	0%	-6%	7%	i	-0.9%
21	CCCCCn1c(=S)[nH]c2cc(C(=O)N3CCCC3)ccc2c1=O	0%	1%	-2%	i	-0.3%
22	Cc1ccc(SC(C)C(=O)Nc2cccnc2)cc1 (stereo unspecified)	1%	-1%	-10%	i	-1.4%
23	Cc1nc2c(ncn2-c2ccccc2)c(=O)n1NC(=O)CN1CCCCC1	13%	0%	-8%	i	.
24	Cc1cnc(C(=O)N2CCc3c([nH]c4ccccc34)C2c2ccc(F)cc2)cn1 (stereo unspecified)	-3%	0%	-10%	i	0.1%

item	PMI inhibition	XIAP displacement	West Nile virus CPE	P. falciparum M17LAP
13	-3%	-2.8%	-0.2%	0%
14	-3%	-4.0%	-0.2%	-6%
15	-4%	-4.9%	0.8%	0%
16	-13%	-7.4%	2.7%	-1%
17	10%	-6.2%	0.9%	-3%
18	11%	-2.6%	-0.4%	-4%
19	0%	-12%	0.2%	0%
20	15%	-4.1%	-0.2%	-2%
21	2%	-8.9%	-0.7%	-4%
22	-10%	-5.7%	-0.2%	40%
23	.	.	0.4%	2%
24	15%	-10%	-0.2%	-7%

New compounds follow:
item	structure	Siah-1 displacement	M1AAP inhibition	Salmonella PhoP GFP	Yfh1-depleted yeast	ER stress rescue
25	Clc1ccc(CSc2snnc2-c2ccccc2)c(Cl)c1	-2%	-16%	9%	i	-4.7%
26	O=C(NCN1CCN(CCO)CC1)c1cnccn1	0%	-1%	1%	i	-0.7%
27	O=C(Nc1cc(C(F)(F)F)ccc1Cl)C(Sc1n[nH]c(=O)[nH]c1=O)c1ccccc1 (stereo unspecified)	14%	1%	-6%	i	.
28	CN(C)CCCN(Cc1cc2cc3c(cc2[nH]c1=O)OCCO3)C(=O)NC1CCCCC1	11%	5%	-6%	i	.
29	CC(=O)c1c(C)n([O-])c2ccccc2[n+]1=O	-1%	5%	119µM*	i	-2.5%
30	Cc1cc(=O)n2[nH]c(N3C(=O)CCC3=O)nc2n1	0%	8%	-4%	i	1.0%
31	Cc1cnc2cc(Cl)ccc2c1SCC(=O)O	1%	5%	-8%	i	.
32	CN1CCN(C(=O)c2cc(Oc3c(F)c(F)c(F)c(F)c3F)cc(C(=O)N3CCN(C)CC3)c2)CC1	4%	-1%	-1%	i	-0.9%
33	O=C(CCC(=O)c1ccccc1)Nc1cccnc1	-2%	-3%	4%	i	0.7%
34	Cc1cc(NC(=O)CSc2nccn2-c2cccc(C)c2C)no1	16%	-2%	4%	i	.
35	CC(=O)c1cn(CC(=O)Nc2cccc(C)c2C)c2ccccc12	1%	6%	-6%	i	2.6%
36	CCOc1[nH]n(-c2ccccc2)c(=O)c1C=NCc1cccnc1	1%	3%	4%	i	.

item	PMI inhibition	XIAP displacement	West Nile virus CPE	P. falciparum M17LAP
25	5%	-7.8%	1.1%	-1%
26	9%	-8.4%	0.1%	1%
27	.	.	0.0%	20%
28	.	.	0.7%	4%
29	14%	-9.3%	0.6%	14%
30	3%	-5.3%	0.0%	5%
31	.	.	0.8%	7%
32	-16%	-4.3%	-0.5%	2%
33	-6%	-6.1%	0.3%	-1%
34	-4%	-3.4%	-0.9%	-3%
35	-4%	-6.1%	-1.1%	-1%
36	-1%	-8.1%	-0.3%	0%

As a short view, 2 of the compounds above.
item	structure	Siah-1 displacement	M1AAP inhibition	Salmonella PhoP GFP	Yfh1-depleted yeast	ER stress rescue
35	CC(=O)c1cn(CC(=O)Nc2cccc(C)c2C)c2ccccc12	1%	6%	-6%	i	2.6%
36	CCOc1[nH]n(-c2ccccc2)c(=O)c1C=NCc1cccnc1	1%	3%	4%	i	.

item	PMI inhibition	XIAP displacement	West Nile virus CPE	P. falciparum M17LAP
35	-4%	-6.1%	-1.1%	-1%
36	-1%	-8.1%	-0.3%	0%

(more compounds)
item	structure	Siah-1 displacement	M1AAP inhibition	Salmonella PhoP GFP	Yfh1-depleted yeast	ER stress rescue
37	CCc1ccc(-c2nn(-c3ccccc3)cc2CSC(=N)N)cc1	-6%	4%	37µM*	i	-4.3%
38	Clc1ccccc1-c1ccc(CN2CCN(c3ccccc3)CC2)o1	0%	1%	3%	.	-0.3%
39	CCOC(=O)c1cn(CC(=O)Nc2ccc(OC)cc2OC)nn1	15%	0%	-10%	i	-1.8%
40	O=C(C1c2ccccc2Oc2ccccc21)N1CCN(c2ccc(Cl)cc2)CC1	-8%	0%	12%	.	-0.3%
41	CC(C)Cn1c(=O)c2ccccc2n2c(SCC(=O)N3c4ccccc4CC3C)nnc12 (stereo unspecified)	-5%	6%	-12%	i	-1.1%
42	CCC(=O)c1ccc(OCC(O)CN2CC(C)OC(C)C2)cc1 (stereo unspecified)	2%	4%	-3%	i	-1.1%
43	Cc1nc(C)c(-c2csc(Nc3cccnc3)n2)s1	3%	13%	-5%	i	-3.2%
44	N#CCSc1nc2ccccc2c(=O)n1-c1ccccc1	0%	6%	4%	i	4.2%
45	Cc1ccc(S(=O)(=O)n2cc(C=O)c3ccccc32)cc1	5%	10%	5%	i	.
46	O=C(Nc1ccc(N2CCOCC2)cc1)c1ccncc1	-6%	6%	3%	i	-1.3%
47	Cc1ccccc1CSCCC(=O)NCCc1ccccc1	6%	-3%	-12%	i	0.2%
48	O=S(=O)(NCc1cn2ccsc2n1)c1cccs1	-7%	-2%	-14%	i	-2.9%
49	Cc1cccc(NC(=O)c2ccccc2OCC(=O)N2CCCC2)c1C	4%	-1%	4%	i	2.8%
50	CC(C)(C)c1ccc(S(=O)(=O)N(CCCN2CCOCC2)Cc2cccs2)cc1	-7%	5%	-12%	i	0.1%
51	CC1=C(C#N)C(=O)N(C)C(C)(C)C1	-3%	-7%	25%	i	-0.7%

item	PMI inhibition	XIAP displacement	West Nile virus CPE	P. falciparum M17LAP
37	17%	-4.4%	2.6%	1%
38	13%	-11%	.	6%
39	12%	-9.9%	0.7%	-4%
40	-7%	-6.4%	.	6%
41	1%	-30%	-0.6%	-12%
42	-10%	-2.3%	-0.1%	-1%
43	20%	-13%	1.4%	7%
44	11%	-2.5%	0.4%	-7%
45	.	.	-0.4%	2%
46	20%	-2.2%	0.0%	-4%
47	-6%	0.6%	0.5%	1%
48	-8%	-4.2%	-0.1%	5%
49	-9%	-1.4%	0.4%	-3%
50	-8%	1.0%	-1.7%	-5%
51	8%	-6.3%	0.0%	-1%
